procasp7 counter: counter-screen: procaspase-7 (human) activation | P55210 | recombinant procaspase-7, Ac-DEVD-pNA absorbance 405 nm; D23A/D198A/D206A triple mutant, cannot self-cleave; scale: DMSO 0, 5 µM enzyme 100 | activation, % at 8.5 µM | 330,000 compounds, 0.093% hits | AID 463210;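 active = percent activation above the screen-wide mean plus 3 SD, cut at about 25% in these data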
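signal = Epi-absorbance of released pNA at 405 nm, two timepoints | assay system = Uncleavable procaspase-7 mutant enzyme | reagent = Ac-DEVD-pNA substrate, 400 µM as added | times = 1 h enzyme–compound preincubation and 2 h substrate reaction, both 25 °C | benchmarks = low DMSO alone, high DMSO plus 5 µM PC-7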
procasp3 activ: procaspase-3 (human) activation. 330,000 compounds, 0.11% hits. recombinant procaspase-3 D3A, Ac-DEVD-pNA absorbance 405 nm. AID 463141. activation, % at 8.5 µM;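 active = activation above the mean of all tested compounds plus 3 SD, cut at about 21% in these data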;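 also: 0% = DMSO alone and 100% = DMSO wells spiked with extra 5 µM PC-3 D3A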
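Assay system: Autoprocessing-dead procaspase-3 D3A mutant enzyme; also added: Ac-DEVD-pNA; doses: one concentration, 8.5 µM nominal, 0.8% DMSO; times: 1 h compound preincubation, 2 h substrate hydrolysis at 25 °C; technique: 405 nm absorbance of p-nitroaniline, reads at 0 and 120 min; measure: % activation between DMSO and enzyme-spiked controls; repeats: single replicate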
GRK2 inh: inhibitors of human GRK2 displacing RNA aptamer; bead flow cytometry, FAM-aptamer displacement from GRK2; inhibition of aptamer binding, % at 10 µM; 330,000 compounds, 0.59% hits; AID 488847;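 active = inhibition of aptamer binding above 40%, roughly 3 SD of noise, on plates passing a quality check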;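 also: median bead fluorescence of bound FAM aptamer so fluorescent compounds give negative values; no value below 0 was filed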
GASC-1 inh: human JMJD2C demethylase inhibition | GST-JMJD2C(1-420) H3K9me3 demethylation, DELFIA europium | inhibition, % at 2.35 µM | 330,000 compounds, 0.069% hits | AID 2099;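 active = more than half of a compound's replicate wells show inhibition beyond 50%, single wells judged on their own value; inconclusive = some, but no more than half, of replicates pass 50% inhibition; inactive = no replicate passes 50% inhibition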;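 also: signal counts dimethyl H3K9 product captured on neutravidin plate; 0% = median of DMSO wells and 100% = 0.3 times that DMSO median; strong numbers were not always called active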
PP1 counter: PP1-alpha (human) inhibition in PP5 counter-screen. P62136. purified PP1alpha, OMFP fluorescence. inhibition, % at 6.7 µM. 320,000 compounds, 0.9% hits. AID 2235;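 active = inhibition above the mean inhibition of all tested compounds plus 3 SD, computed separately for each screening campaign, cut at about 15% in these data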
HCV core dimer: HCV core protein dimerization inhibition; 300,000 compounds, 0.33% hits; TR-FRET GST/Flag-core106 dimerization, 1536-well; inhibition, % at 5 µM;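 active = inhibition above the mean of all tested compounds plus 3 SD, set per screening campaign, cut at about 45% in these data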
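assay system = GST-tagged and Flag-tagged HCV core protein residues 1-106 | controls = unlabelled core106 and no-GST-core106 wells | incubation = compound-protein-antibody incubation 4 h at 22.5 °C | probe or stimulus = Eu donor and XL665 acceptor anti-tag antibodies | read-out = % inhibition based on acceptor/donor emission ratio | signal = TR-FRET 671 and 617 nm emission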
VLA-4 inh: inhibition in a human VLA-4 binding assay. P13612. VLA-4 expressing cells, ligand binding flow cytometry. inhibition, % (about 7 µM as worked out from the volumes in the protocol). 330,000 compounds, 0.2% hits. AID 2557; in the data active = inhibition above about 50%
Target sequence (P13612 whole entry, looked up): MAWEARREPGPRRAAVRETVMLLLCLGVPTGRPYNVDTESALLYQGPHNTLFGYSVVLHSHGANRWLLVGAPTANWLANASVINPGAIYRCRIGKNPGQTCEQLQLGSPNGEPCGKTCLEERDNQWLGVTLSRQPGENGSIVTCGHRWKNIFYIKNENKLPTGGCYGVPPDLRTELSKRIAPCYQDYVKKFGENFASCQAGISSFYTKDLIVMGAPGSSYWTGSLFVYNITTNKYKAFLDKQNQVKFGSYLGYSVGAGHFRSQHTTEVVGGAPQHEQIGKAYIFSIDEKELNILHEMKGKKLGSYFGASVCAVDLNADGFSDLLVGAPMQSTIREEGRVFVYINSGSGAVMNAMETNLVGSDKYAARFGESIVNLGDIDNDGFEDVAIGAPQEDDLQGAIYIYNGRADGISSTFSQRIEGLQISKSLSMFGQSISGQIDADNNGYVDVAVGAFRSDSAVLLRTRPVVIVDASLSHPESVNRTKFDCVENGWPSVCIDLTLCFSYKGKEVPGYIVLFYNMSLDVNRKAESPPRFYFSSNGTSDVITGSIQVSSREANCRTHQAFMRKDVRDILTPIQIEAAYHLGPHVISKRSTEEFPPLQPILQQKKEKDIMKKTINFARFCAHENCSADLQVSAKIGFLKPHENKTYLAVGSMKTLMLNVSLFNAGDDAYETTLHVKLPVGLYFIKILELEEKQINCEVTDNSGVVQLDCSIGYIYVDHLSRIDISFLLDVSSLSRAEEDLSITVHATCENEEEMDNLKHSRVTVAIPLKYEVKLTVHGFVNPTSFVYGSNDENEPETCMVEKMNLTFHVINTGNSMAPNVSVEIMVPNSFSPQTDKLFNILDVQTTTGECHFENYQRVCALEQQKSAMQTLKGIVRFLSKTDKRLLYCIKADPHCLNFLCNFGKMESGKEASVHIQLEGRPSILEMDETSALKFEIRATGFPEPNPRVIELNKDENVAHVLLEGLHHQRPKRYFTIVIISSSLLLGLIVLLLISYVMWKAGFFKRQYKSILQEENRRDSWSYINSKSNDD
CTSL1 counter: blocks F. hepatica cathepsin L1 in PFM18AAP counter-screen | 300,000 compounds, 0.49% hits | AID 1906 | recombinant F. hepatica cathepsin L1, Z-Leu-Arg-MCA fluorescence | inhibition, % at 5.96 µM;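 active = inhibition above the mean of all tested compounds plus 3 SD, set per screening campaign, cut at about 17% in these data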;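 also: 0% = plate median of test compound wells and 100% = 1 µM Z-Phe-Ala-diazomethylketone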
PP5 inh: PP5 (human) phosphatase inhibition. P53041. purified PP5c, OMFP substrate fluorescence. inhibition, % at 6.7 µM. 320,000 compounds, 0.18% hits;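 active = inhibition above the campaign's mean inhibition across all tested compounds plus 3 SD, cut at about 9.5% in these data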;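 also: 0% = DMSO only and 100% = 100 µM cantharidin control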
The depositor's hits bear a star; ? = inconclusive; . = no result given; & = joins results of further samples.

SMILES	procasp7 counter	procasp3 activ	GRK2 inh	GASC-1 inh	PP1 counter	HCV core dimer	VLA-4 inh	CTSL1 counter	PP5 inh
N/C(=N\[N+](=O)[O-])N1CCN(C(=O)c2ccccn2)CC1	0	-6	0	-8	-9	-7	-13	1	-6.9
CCCn1cc(C(=O)O)cn1	0	-2	0	-6	-4	-3	-1	-1	1.8
C=CCn1c(O)c(C(C)=Nc2ccc(N(C)C)cc2)c(=O)[nH]c1=O	-18	-5	2	1	3	-3	28	1	-1.1
CCCCCCOc1ccc(CN2CCN(CC)CC2)cc1	13	-2	0	9	-2	-16	8	-3	2.3
CCCCn1c(C)c(C(=O)OCC)c2c(CN3CCCC3)c(O)ccc21	2	6	6	-27	4	-2	0	6	3.6
CC(C(=O)c1ccc(Cl)cc1Cl)n1cncn1 (configuration not stated)	11	-1	1	10	2	-6	-5	0	0.7
Oc1ccc(C2NCc3ccccc3-n3cccc32)cc1Cl (configuration not stated)	4&-8	-9&-10	33&1	1&3	3&2	3&3	-1&8	1&10	2.4&1.0
O=C(NCNC(=O)NC1C(=O)NC(=O)N1CO)NC1C(=O)NC(=O)N1CO (configuration not stated)	2	6	4	.	0	-7	31	-4	-0.1
O=C(O)C1C2CC3CC(C2)CC1(n1ncc(N2CCC4(CC2)OCCO4)c(Cl)c1=O)C3 (configuration not stated)	-13	-10	1	3	-3	0	-10	-2	-0.3
COc1ccc(/C=C2/C(=O)N(Cc3ccco3)C(=O)N(C(C)C)C2=O)cc1	2	-3	8	-17	2	0	-2	-3	0.4

One compound at a time (already shown).
Results for `C=CCn1c(O)c(C(C)=Nc2ccc(N(C)C)cc2)c(=O)[nH]c1=O` → procasp7 counter = -18; procasp3 activ = -5; GRK2 inh = 2; GASC-1 inh = 1; PP1 counter = 3; HCV core dimer = -3; VLA-4 inh = 28; CTSL1 counter = 1; PP5 inh = -1.1
Results for `COc1ccc(/C=C2/C(=O)N(Cc3ccco3)C(=O)N(C(C)C)C2=O)cc1` → procasp7 counter = 2; procasp3 activ = -3; GRK2 inh = 8; GASC-1 inh = -17; PP1 counter = 2; HCV core dimer = 0; VLA-4 inh = -2; CTSL1 counter = -3; PP5 inh = 0.4

Later entries.
SMILES	procasp7 counter	procasp3 activ	GRK2 inh	GASC-1 inh	PP1 counter	HCV core dimer	VLA-4 inh	CTSL1 counter	PP5 inh
CC(C)Sc1nnc([C@@H](N)Cc2c[nH]c3ccccc23)o1	-9	-18	5	0	2	5	-13	-8	3.1
CN1C(=O)C(=Cc2ccc(N3CCCCC3)o2)C(=O)N(C)C1=S	-4	-6	0	-7	2	1	-20	4	2.0
CC1(C)CC(=O)C(C2(O)C(=O)NC(=O)NC2=O)=C(O)C1	-22	-11	2	36	-3	-13	21	2	0.7
CCCCn1c(O)c(C(C)=NCc2ccc3c(c2)OCO3)c(=O)[nH]c1=O	-5	-9	0	-20	5	1	-7	11	1.4
CN(C)C(=O)Oc1ccc(OCc2cccc[n+]2C)cc1	3	10	0	5	2	-9	-2	2	0.5
CCCOC(=O)Nc1ccc([As](=O)(O)O)cc1NC(=O)OCCC	-2	-7	0	-16	-5	5	10	-5	2.9
O=[P+](Cc1ccccc1)Cc1ccccc1	1	-2	0	1	0	1	11	-3	-0.1
Cc1ccc(-n2c(O)c(/C=N/N3CCOCC3)c(=O)[nH]c2=S)cc1	-4	-8	2	-2	2	-4	12	3	-0.6
Fc1ccc(CN2CCN(c3ccc(Cl)cc3)CC2)cc1	1	-2	9	8	3	1	-14	-2	-0.8
O=C(O)CCn1cc(C=C2C(=O)NC(=S)NC2=O)c(-c2cccc(Br)c2)n1	-5	-12	0	?	-3	3	8	-6	-1.6
O=C(NCc1ccccc1)c1cccn(Cc2ccccc2)c1=O	4	6	0	-18	0	7	1	3	0.7
CCC(=O)c1c(O)n(C2CCCCCC2)c(=O)[nH]c1=O	-13	-10	0	8	-3	3	-4	-2	3.5
Cc1ccc(N)cc1N	-6	-1	3	16	-2	.	12	.	1.6
CCc1nnc(NC(=O)CCc2nc(C3=CCN(C)CC3)no2)s1	-4	-3	0	8	0	-4	-4	5	-3.4
CCOC(=O)CC1=C(C(=O)OCC)C2(C(=O)N1CC(=O)OC)C(C#N)=C(N)Oc1ccccc12 (configuration not stated)	-7	5	4	16	-1	-3	-2	-5	0.8
COP(=O)(NS(=O)(=O)c1ccccc1)OC	-3	-4	1	5	-4	-6	1	-3	-1.4

A draw from above in order of length of the SMILES, descending:
SMILES	procasp7 counter	procasp3 activ	GRK2 inh	GASC-1 inh	PP1 counter	HCV core dimer	VLA-4 inh	CTSL1 counter	PP5 inh
CCOC(=O)CC1=C(C(=O)OCC)C2(C(=O)N1CC(=O)OC)C(C#N)=C(N)Oc1ccccc12 (configuration not stated)	-7	5	4	16	-1	-3	-2	-5	0.8
O=C(O)CCn1cc(C=C2C(=O)NC(=S)NC2=O)c(-c2cccc(Br)c2)n1	-5	-12	0	?	-3	3	8	-6	-1.6
Cc1ccc(-n2c(O)c(/C=N/N3CCOCC3)c(=O)[nH]c2=S)cc1	-4	-8	2	-2	2	-4	12	3	-0.6
CC1(C)CC(=O)C(C2(O)C(=O)NC(=O)NC2=O)=C(O)C1	-22	-11	2	36	-3	-13	21	2	0.7
CCCOC(=O)Nc1ccc([As](=O)(O)O)cc1NC(=O)OCCC	-2	-7	0	-16	-5	5	10	-5	2.9
CCc1nnc(NC(=O)CCc2nc(C3=CCN(C)CC3)no2)s1	-4	-3	0	8	0	-4	-4	5	-3.4
CCC(=O)c1c(O)n(C2CCCCCC2)c(=O)[nH]c1=O	-13	-10	0	8	-3	3	-4	-2	3.5
O=C(NCc1ccccc1)c1cccn(Cc2ccccc2)c1=O	4	6	0	-18	0	7	1	3	0.7
CN(C)C(=O)Oc1ccc(OCc2cccc[n+]2C)cc1	3	10	0	5	2	-9	-2	2	0.5
O=[P+](Cc1ccccc1)Cc1ccccc1	1	-2	0	1	0	1	11	-3	-0.1
Cc1ccc(N)cc1N	-6	-1	3	16	-2	.	12	.	1.6

This is a subset, so the mix of outcomes need not match the whole.
